Bioassay records deposited in PubChem BioAssay by National Center for Advancing Translational Sciences (NCATS).
HT1080 IDH1KD tx – HT-1080 IDH1 knockdown cell toxicity (counter line). 2% of 360,000 active. HT-1080 IDH1 knockdown viability, ATP luminescence, 48 h. Potency, µM (top dose mostly 46.1 µM), inactives show at the top dose activity, negative = toxicity, most hits filed as cytotoxic;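 also: potency is read from the fitted curve at half-maximal effect; 0% = DMSO wells and -100% = cell-free medium wells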
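Using the IDH1-knockdown HT-1080 line run in the same batch and compound series as the NT line, viability after 48 h at 37 °C was determined by CellTiter-Glo luminescence and expressed as % activity.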
SW480 rereplic – induces DNA re-replication in SW480 colon adenocarcinoma cells; 1.8% of 340,000 active; SW480 DNA re-replication, Hoechst DNA content imaging, 48 h; AID 624297; Potency, µM (series often up to 46.1 µM), for the others: top-dose re-replication activation, most hits filed as activators; also: potency is read from the fitted curve at half-maximal effect; % of control where 0% means no effect; nearly all actives have a fitted effect of over 55% in size
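Image-based read-out: total Hoechst fluorescence of nuclei (405 nm excitation, 500-530 nm emission), with hits raising the fraction of high-intensity nuclei. SW480 colon cells incubated 48 hr with compounds at 37 C.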
KB-3-1 cytotox – kills parental KB-3-1 adenocarcinoma cells; Potency, µM (series often up to 46.1 µM), for inactives: at the highest dose activity change, negative = cytotoxic, most hits filed as cytotoxic; KB-3-1 viability, CellTiter-Glo ATP luminescence, 72 h; AID 1347075; 1.4% of 400,000 active; also: potency is read from the fitted curve at half-maximal effect; % is scaled to controls: 0 for no effect and ±100 for the full control effect; nearly all actives have a fitted effect of over 60% in size
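Cells are dispensed, compounds pinned in, plates held at 37 °C for 72 h, then CellTiter-Glo is added and luminescence read after 10 minutes. Cell line: parental KB-3-1 in phenol-red-free DMEM, 10% FBS.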
KB-V1 MDR tox – kills drug-selected multidrug resistant KB-V1 cells | KB-V1 MDR cells viability, CellTiter-Glo, 72 h | Potency, µM (top dose mostly 46.1 µM), for the others: at the top dose activity change, negative = cytotoxicity, usual class: cytotoxic | 3.4% of 400,000 active | AID 1347076; also: potency is read from the fitted curve at half-maximal effect; % is scaled to controls: 0 for no effect and ±100 for the full control effect; nearly all actives have a fitted effect of over 60% in size
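Compound-treated KB-V1 multidrug-resistant cells, 72 h, 37 degrees C; viability by CellTiter-Glo. Fitted qHTS curves give the values.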
ATXN2 expr inh – reduces ATXN2 reporter expression in HEK-293 cells. HEK-293 ATXN2-luciferase reporter, luminescence, 24 h. Potency, µM (doses to about 57 µM), without a hit: at the highest dose activity change, negative = inhibition, hits mostly inhibitors. 0.72% of 360,000 active. AID 1745845; also: potency is read from the fitted curve at half-maximal effect; % is scaled to controls: 0 for no effect and ±100 for the full control effect; nearly all actives have a fitted effect of over 55% in size
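ATXN2-luciferase reporter cells (luciferase flanked by upstream and downstream ATXN2 gene portions) were treated 24 h at 37 °C with compounds at up to 57 uM. SteadyGlo luminescence gave expression; GF-AFC fluorescence gave viability.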
IL-1B inflam inh – blocks inflammasome-driven IL-1 beta release; AID 743279; activity change, % at 57.5 µM; 4.7% of 360,000 active; THP-1 LPS/ATP IL-1B secretion, AlphaLISA, 16 h; active compounds read low; in the data active = activity change below about -50%; inconclusive = mostly about -30% to -49%; also: % is scaled to controls: 0 for no effect and ±100 for the full control effect
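THP-1 cells pretreated 1 hr with compounds (up to 57.5 uM final), then stimulated with LPS (250 ng/mL final) plus ATP (1.25 mM final); secreted IL-1B measured by AlphaLISA after 16 hr, decreased signal indicating inhibition.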
HT1080-NT tox – kills 2HG-producing HT-1080-NT fibrosarcoma cells; HT-1080-NT fibrosarcoma viability, CellTiter-Glo ATP luminescence, 48 h; Potency, µM (highest dose often 46.1 µM), inactives show at the top dose activity, negative = less viability, usual class: cytotoxic; 1.6% of 360,000 active;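 also: NT is the 2HG producing partner of a matched IDH1 knockdown line; potency is read from the fitted curve at half-maximal effect; 0% = DMSO-treated cells and -100% = media-only wells without cells; nearly all actives have a fitted effect of over 55% in size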
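Compounds were tested in concentration-response format on HT-1080-NT cells for 48 hours at 37 degrees C. Cell viability came from CellTiter-Glo luminescence; curves were classified by r2, response magnitude and activity.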
MCF10A rerep – inducers of DNA re-replication in MCF 10A breast cells. MCF 10A DNA re-replication, Hoechst nuclear intensity, 48 h. Potency, µM (titrated, usually from 46.1 µM), inactives show at the highest dose activity, positive = re-replication, actives largely listed as activators. 2.9% of 350,000 active. AID 624296; also: potency is read from the fitted curve at half-maximal effect; % of control where 0% means no effect; nearly all actives have a fitted effect of over 50% in size
WRN inhibitor – inhibitors of human WRN helicase. AID 651768. 0.46% of 360,000 active. WRN helicase unwinding, fluorescent forked duplex, kinetic. Potency, µM (highest dose often 114 µM), for inactives: at the highest dose activity change, negative = inhibition, hits mostly inhibitors; also: potency is read from the fitted curve at half-maximal effect; % is scaled to controls: 0 for no effect and ±100 for the full control effect; nearly all actives have a fitted effect of over 55% in size
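WRN at 20 nM final preincubated with compound 15 min at room temperature; reaction started with 100 nM fluorophore/quencher forked duplex oligonucleotide and 2 mM ATP final. Unwinding followed kinetically by red fluorescence (ex 525, em 598 nm).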
* marks the source's active call; other numbers are inactive results; ? = inconclusive; / = no result given; & = joins results of further samples; [ ] = dose if it differs, or a comment. Unless noted, calls follow the shape of the dose curve; as a rule, active = well fitted curve in the direction sought with a large enough effect; inconclusive = small, poorly fitted or top-dose-only effect, or another doubt; inactive = no such curve, though single readings can be large; an effect the other way counts as inactive or inconclusive. Compounds were not picked by outcome; overall some 12% were active at least once.

Each structure is followed by: HT1080 IDH1KD tx	SW480 rereplic	KB-3-1 cytotox	KB-V1 MDR tox	ATXN2 expr inh	IL-1B inflam inh	HT1080-NT tox	MCF10A rerep	WRN inhibitor
Cc1coc(C)c1C(=O)CC1(O)C(=O)N(C)c2ccc(Cl)cc21 (stereo not given)
→ 3%	?	0%	2%	/	15	1%	-3%	4%
O=C(Nc1ccccc1Cl)c1cc(C2CCCCN2C(=O)CCc2ccccc2)on1 (stereo not given)
→ -8%	/	0%	-4%	-3%	-17	-22%	/	-8%
Cc1cccc(NC(=S)N2CCOCC2)c1C
→ 11%	-7%	14%	?	-13%	4	17%	2%	-4%
Cc1ccccc1NS(=O)(=O)c1ccc(C(=O)NCc2ccccc2CN2CCCC2)cc1
→ -18%	/	9%	?	/	?	-8%	/	0%
C=CC(=O)Oc1ccc(N2Cc3ccccc3C2=O)cc1
→ -6%	12µM*	-4%	-8%	/	0	1%	?	56µM*
COc1ccc(N2C(=O)C3C(C2=O)C(C(=O)c2ccc(Cl)cc2)N2CCCC32)cc1 (stereo not given)
→ 18µM*	8.2µM*	3%	-24%	?	/	13µM*	15µM*	-4%
COc1ccc(-c2c/c(=N\c3nc(-c4ccccc4)c(C)s3)c3ccccc3o2)cc1O
→ 5.8µM*	?	5.2µM*	5.8µM*	?	18	5.8µM*	?	0%
CN(C)CCOC(=O)C12CC3CC(C1)CC(C(=O)OCCN(C)C)(C3)C2
→ 18%	-58%	-5%	16%	-6%	-14	19%	8%	-7%
Cc1ccc(S(=O)(=O)N2CC3C(=O)C[C@@H](c4ccccc4)N(S(=O)(=O)c4ccc(CCCOCCOCCNC(=O)OC(C)(C)C)cc4)C3CC2c2ccccc2)cc1 (stereo not given in full)
→ 18%	/	9%	-23%	/	21	?	/	0%
CCCCn1nnnc1C(c1cc2ccccc2o1)N1CCN(CC(=O)N2CCCC2)CC1 (stereo not given)
→ 8%	/	18%	4%	7%	-13	6%	/	6%
c1ccc2c(-c3nn4nnnc4c4ccccc34)cccc2c1
→ -23%	-14%	-23%	?	-13%	0	-19%	0%	1%
O=C(N/N=C/c1cccn1-c1ccc([N+](=O)[O-])cc1)C(O)c1ccccc1 (stereo not given)
→ 0%	2%	-12%	3%	-7%	5	-6%	0%	-10%
CCNc1nc(NCC)n2c(SCC(=O)c3ccc(C(C)C)cc3)nnc2n1
→ 2%	-10%	-19%	?	-13%	12	-5%	-4%	-25%[57.1 µM]
Cc1nnsc1C(=O)NC1CCCc2c1cnn2-c1ccc(C(C)(C)C)cc1 (stereo not given)
→ -20%	?	?	?	-23%	-29	-28%	?	-3%
O=C(O)C1CCCN1C(=O)Nc1ccc(Cl)cc1 (stereo not given)
→ 2%	1%	17%	20%	-18%	14	0%	?	-33%
CC(C)NC(=O)c1ccc(Sc2ccccc2)c([N+](=O)[O-])c1
→ -13%	0%	-14%	-12%	-5%	9	-17%	2%	-12%
CCCn1c(COc2ccccc2)nc2ccccc21
→ -15%	-1%	-2%	?	2%	?	-16%	?	-16%
CCOC(=O)c1cnc2ccc(OC)cc2c1NCc1ccccc1
→ -4%	-7%	-2%	3.7µM*	-8%	2	0%	11%	-1%
CC(C)(C)OC(=O)N1Cc2ccccc2C[C@H]1C(=O)NCC(=O)NCC1CCCO1 (stereo not given in full)
→ -2%	-14%	6%	1%	0%	9	16%	2%	-6%
COCCNC(=O)c1cc(-c2ccccc2)n(CC2CC(c3ccc(OC)cc3)=NO2)n1 (stereo not given)
→ 5%	-6%	0%	-14%	-11%	-17	0%	18%	2%
COc1cc(/C=C(/C#N)C(=O)Nc2ccccc2)c(Br)cc1OCc1ccc(C(=O)O)cc1
→ ?	11%	17%	19%	16%	9	?	?	?
O=C(Nc1ccc(N2CCOCC2)cc1)C1(S(=O)(=O)c2ccccc2)CC1
→ 4%	-3%	2%	-22%	2%	-2	15%	18%	5%
Fc1ccc(-c2nnc(CN3CCC(c4nc5ccccc5s4)CC3)o2)cc1
→ 2%	-2%	-29%	0%	13%	-28	-10%	14%	-2%
COc1ccc(N2C(=O)CC(N3CCN(C4CCc5ccccc5C4)CC3)C2=O)cc1 (stereo not given)
→ 2%	1%	-13%	-29%	-6%	23	4%	13%	-5%
CCCCC(=O)Nc1nnc(S(=O)(=O)N(C)Cc2ccco2)s1
→ 2%	4%	-2%	1%	0%	-11	3%	-2%	3%
O=C(NCc1ccc2c(c1)OCO2)c1cc([N+](=O)[O-])ccc1N1CCOCC1
→ ?	7.3µM*	5.2µM*	?	-10%	2	?	5.8µM*	-6%
Cc1ccc(-n2nc3c(c2NC(=O)c2ccccc2Br)CS(=O)C3)cc1 (stereo not given)
→ 1%	-17%	0%	-1%	1%	1	0%	?	2%
O=C1NC2(CCCCC2)Oc2ccccc21
→ 9%	-6%	-6%	1%	1%	9	20%	1%	2%
CCC(=O)N1CCN(c2nc(C)nc3sc(C)c(C)c23)CC1
→ 3%	0%	-11%	0%	5%	-14	-8%	?	-3%
CCN(Cc1nc2ccccc2c(=O)[nH]1)C(=O)COc1ccccc1Cc1ccccc1
→ ?	?	-20%	-10%	-17%	-67*	?	?	-10%
O=C(CSCc1nc2c(nnn2Cc2ccc(F)cc2)c(=O)[nH]1)Nc1c(Cl)cc(Cl)cc1Cl
→ ?	-2%	-3%	-3%	4%	29	?	9%	-28%
CCCCNC(=O)c1ccc2c(=O)n(CCCOCC)c(=S)[nH]c2c1
→ 1%	0%	-18%	-19%	/	3	-8%	2%	7%
CCOc1ccc(OCC)c(S(=O)(=O)n2ccnc2C)c1
→ 2%	4%	-1%	0%	6%	0	1%	-13%	-16%
CN1C(=O)[C@H]2[C@@H](c3ccc(C(F)(F)F)cc3)N[C@]3(CCCN(Cc4ccc(Cl)cc4)C3=O)[C@H]2C1=O
→ 12%	/	-4%	7%	6%	11	10%	/	-3%
CSc1ccccc1C(=O)N1CCOCC1
→ -2%	-2%	-5%	-7%	-11%	11	-6%	-4%	-1%
O=C1NC(=Nc2ccccc2)c2c1cccc2[N+](=O)[O-]
→ 11%	-1%	7%	-3%	5%	4	0%	-4%	0%
COc1ccc(N2CCN(Cc3nc4c(c(=O)n(C)c(=O)n4C)n3C(C)C(C)=O)CC2)cc1 (stereo not given)
→ 16%	-7%	17%	10%	2%	1	-1%	?	-6%
CCC(=O)c1ccc(OCC(=O)Nc2ccccc2N2CCOCC2)cc1
→ 0%	?	-32%	-2%	-4%	-1	2%[9.24 µM]	-2%	5%
COc1ccc(/C=C/C(=O)O)cc1S(=O)(=O)N1CCCc2ccccc21
→ -1%	?	6%	3%	-4%	-4	-5%	-41%[inhibitor]	-6%[11.6 µM]
COc1ccc2c(=O)c(-c3ccc4c(c3)OCO4)coc2c1
→ 10%	2%	5%	17%	86%[activator]	23	7%	-2%	2%
COc1ccc(CNC(=O)CCCn2c(SCC#N)nc3cc4c(cc3c2=O)OCO4)cc1
→ 2%	3%	8%	-7%	-5%	12	7%	0%	6%
CS(=O)(=O)N(CCc1ccccc1)CC(=O)NCc1ccncc1
→ ?	-15%	-13%	1%	-18%	20	2%	-5%	-8%
CC1=C(C#N)C(NC(=O)c2ccco2)(C(F)(F)F)C(=O)N1 (stereo not given)
→ 1%	0%	-2%	6%	9%	6	14%	5%	0%
Cc1cc(C)c(NC(=O)c2ccccc2N(C)S(C)(=O)=O)c(C)c1
→ -4%	0%	1%	19%	-2%	31	4%[9.24 µM]	-2%	-1%
CCOC(=O)C1=C(C)NC(=O)NC1c1ccccc1OCc1c(F)cccc1Cl (stereo not given)
→ -16%	11%	-11%	-7%	12%	-9	-10%	-4%	-13%
CN1CCN(CC(=O)NC(=O)NC2CCCCC2)CC1
→ 7%	-12%	0%	13%	/	-6	-6%	1%	-5%
C[C@@H]1CN([C@@H](C)CO)C(=O)CCCn2nncc2CO[C@@H]1CN(C)C(=O)Cc1ccccc1
→ -6%	/	2%	11%	-7%	19	-16%	/	10%
O=C1c2cccc3cccc(c23)C(=O)N1CCc1ccccc1
→ -2%	2%	?	?	3%	21	-29%	?	-6%
CC(C)(C)OC(=O)N1Cc2ccccc2C[C@H]1C(=O)NCC(=O)NC1CCCCC1
→ 17%	1%	17%	2%	12%	8	4%	6%	0%
CCNS(=O)(=O)c1cc(OC)c(Cl)cc1OC
→ 14%	5%	-1%	-9%	-2%	0	12%	11%	-11%
O=C(Nc1ccn(CCCNCCCN2CCCC2=O)c(=O)n1)OCc1ccccc1
→ 0%	-14%[9.22 µM]	0%	-8%	-6%	-14	10%	-4%	-8%
CC(C)(CNC(=O)Cc1ccc(Cl)cc1Cl)N1CCOCC1
→ 5%	-11%	18%	34%	7%	34	9%	-2%	0%
C/C(Cl)=C/Cn1c(NCCCn2ccnc2)nc2c1c(=O)[nH]c(=O)n2C
→ 1%	-7%	-5%	-3%	1%	-20	1%	9%	11%
Nc1nnn(CC(=O)N/N=C/c2cn[nH]c2-c2ccccc2)n1
→ -6%	?	-21%	24%	-10%	29	-1%	6%	-14%
CCOC(=O)/C=C/c1ccc(C(F)(F)F)cc1S(=O)(=O)NC(C)(C)C
→ 0%	-8%	4%&2%	-17%&-18%	-14%	-6	2%	?	-5%

Records listed above shown as hits in WRN inhibitor.
structure	SW480 rereplic	IL-1B inflam inh	WRN inhibitor
C=CC(=O)Oc1ccc(N2Cc3ccccc3C2=O)cc1	12µM*	0	56µM*
